Compound activity as filed in PubChem.
PTPN22 act: increases human PTPN22 phosphatase activity; recombinant LYP, DiFMUP fluorescence; 0 = plate median, 100 = signal doubled; activation, % at 2 µM; actives 0.11% (n = 96,000); AID 697;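 active = activation at 2 µM above a set limit, the mean plus 5 SD, cut at about 37% in these data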
FAK blocker: FAK (human) kinase inhibition; actives 0.84% (n = 97,000); Q05397; inhibition, %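 (tested at 7 µM)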; biochemical FAK kinase activity assay; in the data active = inhibition above about 19%;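 note: 0% = DMSO and 100% = reference compound high control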
PTPN22 inh 2: blocks human PTPN22 phosphatase activity; Q9Y2R2; recombinant LYP catalytic domain, DiFMUP fluorescence; inhibition, % at 2 µM; actives 0.21% (n = 96,000); AID 640;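 active = inhibition at 2 µM at or above a set limit, the screen mean plus 3 SD, cut at about 24% in these data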;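 note: 0% = DMSO with enzyme and 100% = enzyme fully blocked by orthovanadate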
VCAM1 TNFa inh: reduces TNF alpha induced VCAM1 expression in HUVEC; HUVEC TNFa-induced VCAM-1 immunofluorescence, high-content imaging; inhibition, % at 2 µM; actives 0.48% (n = 95,000);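 active = inhibition above the batch mean plus 3 SD, with images confirmed as a hit by eye, cut at about 37% in these data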;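 note: 0% = TNF-stimulated DMSO wells and 100% = unstimulated control wells; not every result past the cut was called active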
HUVEC tox IL1B: toxic to HUVEC cells under IL-1B stimulation | HUVEC cell count loss, Hoechst imaging, IL-1B stimulated | cell count reduction, % at 2 µM | actives 0.41% (n = 94,000) | AID 845;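 active = cell count reduction more than 3 SD above the screen-wide mean, cut at about 70% in these data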;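 note: normalized per plate to untreated control cells as the no-loss baseline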
Pyk2 oligo antag: blocks oligomerization of human Pyk2 in cells. Q14289. Q293 cells, Pyk2 FERM NanoBiT luminescence; stronger effect = lower value. z-score (the deposit names both 25 µM and 10 µM). actives 0.83% (n = 99,000). AID 1347419;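 active = Z-score of -3 or lower, scaled per plate to the spread of control and sample wells; inactive = z-score above -3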;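 note: negative z-score means lost luminescence so less FERM oligomerization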
Target sequence (Q14289 whole entry, looked up): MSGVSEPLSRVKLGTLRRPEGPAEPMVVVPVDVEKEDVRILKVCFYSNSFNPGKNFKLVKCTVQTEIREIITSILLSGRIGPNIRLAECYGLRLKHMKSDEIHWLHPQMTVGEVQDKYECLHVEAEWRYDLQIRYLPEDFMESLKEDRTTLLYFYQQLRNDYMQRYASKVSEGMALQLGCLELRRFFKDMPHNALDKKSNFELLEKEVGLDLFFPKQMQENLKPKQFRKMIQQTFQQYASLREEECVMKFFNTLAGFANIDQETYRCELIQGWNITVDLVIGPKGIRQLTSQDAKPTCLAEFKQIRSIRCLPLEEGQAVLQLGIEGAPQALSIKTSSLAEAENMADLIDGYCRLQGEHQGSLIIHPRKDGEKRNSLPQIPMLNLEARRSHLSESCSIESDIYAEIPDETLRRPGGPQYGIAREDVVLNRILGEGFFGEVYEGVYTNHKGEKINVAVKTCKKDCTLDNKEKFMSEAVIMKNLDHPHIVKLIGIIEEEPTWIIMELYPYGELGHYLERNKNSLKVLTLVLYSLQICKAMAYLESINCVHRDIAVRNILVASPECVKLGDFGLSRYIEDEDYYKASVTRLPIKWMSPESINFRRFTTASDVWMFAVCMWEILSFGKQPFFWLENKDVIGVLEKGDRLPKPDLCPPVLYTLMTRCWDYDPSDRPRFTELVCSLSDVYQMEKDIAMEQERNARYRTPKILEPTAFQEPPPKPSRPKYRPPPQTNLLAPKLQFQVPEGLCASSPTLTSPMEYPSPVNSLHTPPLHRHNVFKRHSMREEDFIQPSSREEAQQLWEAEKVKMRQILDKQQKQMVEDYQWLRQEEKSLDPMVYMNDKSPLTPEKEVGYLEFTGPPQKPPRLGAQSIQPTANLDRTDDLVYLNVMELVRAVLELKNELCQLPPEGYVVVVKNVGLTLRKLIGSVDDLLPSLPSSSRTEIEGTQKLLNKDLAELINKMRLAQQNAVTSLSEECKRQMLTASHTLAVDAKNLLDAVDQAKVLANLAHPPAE
TNFa cytotox: toxic to HUVEC cells under TNF alpha stimulation; actives 0.17% (n = 93,000); AID 848; cell count reduction, % at 2 µM; HUVEC TNFalpha-stimulated, Hoechst cell count, imaging;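 active = cell count reduction exceeding the screen mean by over 5 SD, scaled to untreated wells per plate, cut at about 78% in these data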;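 note: cells counted after 24 h of TNF alpha exposure following the 1 h pretreatment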
ERa coact inh: blocks coactivator binding to human estrogen receptor alpha; P03372; TR-FRET ER-alpha LBD / SRC-1 peptide, estradiol-bound; inhibition, % at 25.6 µM; actives 1.7% (n = 86,000); AID 629; in the data active = inhibition above about 50%;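 note: 0% = receptor plus peptide control and 100% = peptide only without receptor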
F-actin modifier: modifiers of cytoskeleton assembly | inhibition, % at 2 µM | actives 0.18% (n = 91,000) | HUVEC TNFa F-actin phalloidin imaging, high content;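 active = inhibition above the batch mean plus 3 SD and confirmed as a hit by visual image inspection, cut at about 30% in these data, passing the limit was not always enough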; note: strong numbers were not always called active
Numbers without * were called inactive; . = not tested or not shown; [ ] = dose if it differs, or a comment.

1) Cc1ccc(N(CC(=O)NC2CCCCCC2)S(=O)(=O)c2c(C)nn(C)c2C)cc1
2) Cc1ccc(NC(=O)c2ccccc2)cc1OC(=O)c1ccccc1
3) CCN1CCN(P2(=O)C=C(c3ccccc3)OC(c3ccccc3)=C2)CC1
4) Cc1ccc(C2CN=NC23CCc2ccccc2C3=O)cc1 (configuration not stated)
5) OC(COc1ccc2c(c1)OCO2)CN1CCc2ccccc2C1 (configuration not stated)
6) CC(C)(C)c1ccc(S(=O)(=O)NCCc2ccncc2)cc1
7) c1ccc2c(c1)[nH]c1c(N3CCOCC3)ncnc12
8) CC(C)CCNC(=O)c1cc(-c2ccco2)nc2ccccc12
9) CN(C)Cc1c(C#N)c2ccccc2n1C
10) CCNc1nc(CC)nc2c1oc1ccccc12

Compound,1,2,3,4,5,6,7,8,9,10
PTPN22 act,7,1,0,-2,3,-3,-9,-4,-2,0
FAK blocker,2,0,7,1,1,-1,2,1,-2,5
PTPN22 inh 2,-9,2,0,3,-6,2,6,2,1,-3
VCAM1 TNFa inh,18,1,0,11,14,-16,-2,12,-26,.
HUVEC tox IL1B,-4,-14,19,-7,-1,-32,.,-13,-62,-26
Pyk2 oligo antag,-0.06,-0.37,0,-0.56,0.83,0.46,1.6,0.43,1.1,-0.26
TNFa cytotox,-14,-9,-18,-34,-19,-40,-21,-20,-22,.
ERa coact inh,0,.,-5,-2,-2,-2,-8,3,-47,-19
F-actin modifier,-5,6,-7,10,33,19,-7,-7,12,.

11) Cc1c(C(=O)N2CCCc3ccccc32)oc2ccc(S(=O)(=O)N3CCOCC3)cc12
12) CN(CCOc1ccc(-c2ccn(S(=O)(=O)c3ccc(Cl)cc3)n2)cc1)c1ccccn1
13) COC(=O)Cc1c(C)c2ccc(OCC(C)=O)c(C)c2oc1=O
14) O=C(CSc1nc(-c2ccccc2Cl)ns1)NCc1ccco1
15) COc1ccccc1N1CCN(C(=O)c2c(-c3ccccc3Cl)noc2C)CC1
16) CCCCn1c(SCC(=O)c2ccccc2)nc2c1c(=O)[nH]c(=O)n2C
17) O=C(O)CCn1c(=O)[nH]c2ccccc2c1=O
18) Cc1cccc(N(C(=O)CCC(=O)Nc2ccccn2)C(C(=O)NC(C)C)c2ccc(O)cc2)c1 (configuration not stated)
19) FC(F)(F)c1cccc(-c2noc(CN3CCOCC3)n2)c1
20) CCOC(=O)N1CCN(CC(=O)Nc2cccc(Br)c2)CC1

Compound,11,12,13,14,15,16,17,18,19,20
PTPN22 act,0,1,-4,3,1,-10,-1,2,11,-8
FAK blocker,-7,3,-3,-3,-2,-3,4,2,3,-2
PTPN22 inh 2,-2,3,4,-4,-2,11,-2,-4,-14,8
VCAM1 TNFa inh,-11,4,10,18,0,-1,13,21,9,-3
HUVEC tox IL1B,7,-28,-12,-26,5,29,16,-3,.,2
Pyk2 oligo antag,-1.9,1.1,-0.69,-0.91,-0.29,-1.4,.,-0.73,0.38,0.88
TNFa cytotox,-2,-7,-6,-12,-13,-25,1,12,-13,-22
ERa coact inh,-7,.,-4,-8,-8,-1,-7,-4,1[fluorescence artefact?],3
F-actin modifier,-19,46,-1,-4,-62,9,-17,12,-6,-26

21) CCc1cc(C(=O)NNC(=S)Nc2cc(C)ccc2C)cs1
22) Cc1ccc(Cl)cc1NC(=O)CC(O)(C(F)(F)F)C(F)(F)F
23) Cc1ccc2cc(C)c(SCC#N)nc2c1
24) C=CCNc1ncnc2c1ncn2C1OC(CO)C(O)C1O (configuration not stated)
25) CCNCC(O)COCC(O)CNCC (configuration not stated)
26) Cc1ccc(S(=O)(=O)NCCOc2nc(N(C)C)nc(N3CCOCC3)n2)cc1
27) CCn1c(SCC(=O)Nc2ccc3c(c2)OCO3)nnc1-c1cnccn1
28) Cc1nc2ccc(NC(=O)c3ccc(Cl)c(NC(=O)c4cccs4)c3)cc2s1
29) COc1cccc(NC(=O)Cn2cnc3sc(C)c(S(=O)(=O)N4CCN(C)CC4)c3c2=O)c1
30) O=C(Nc1ccncc1)c1cccc(F)c1

Compound,21,22,23,24,25,26,27,28,29,30
PTPN22 act,23,-8,0,13,2,-2,3,0,6,4
FAK blocker,0,0,7,-2,-1,0,12,4,7,2
PTPN22 inh 2,-24,8,-2,-16,2,-1,0,5,-2,-9
VCAM1 TNFa inh,-1,-40,1,25,62*,-5,-11,20,6,9
HUVEC tox IL1B,13,15,17,-8,1,16,13,-9,6,-24
Pyk2 oligo antag,1.1,-0.47,-0.57,0.59,-0.04,-0.02,-0.16,-0.56,-0.66,-0.41
TNFa cytotox,-18,-23,-7,-18,78,17,-3,-14,0,-17
ERa coact inh,-5,-2,8,-9,.,.,8,11,5,-4
F-actin modifier,-12,-9,22,-16,10,-5,3,12,-1,-7

31) CC(C)NC(=O)c1ccc(-c2cc(C(F)(F)F)ccc2Cl)o1
32) CC(=O)Nc1ccc(S(=O)(=O)Nc2cccc(-c3nc4ccccc4o3)c2)cc1
33) C#CCSc1nnc(-c2ccc(C)cc2)o1
34) CC(C)NC(=O)c1cc(=O)n(C)c(=O)n1C
35) COc1cc(C(=O)N2CCC(O)(c3ccccc3)CC2)cc(OC)c1OC
36) Cc1cccc(-c2noc(CN(C(C)C)S(=O)(=O)c3ccc(F)cc3)n2)c1
37) Cn1c(=O)oc2cc(S(=O)(=O)N3CCN(C(=O)c4ccco4)CC3)ccc21
38) COc1ccc(CNC(=O)C(c2ccco2)N(Cc2ccccc2)C(=O)Cc2cccs2)cc1 (configuration not stated)
39) COC(=O)c1cc(OC)c(OC)cc1NC(=S)Nc1cccc(Cl)c1
40) COc1ccc(C)cc1S(=O)(=O)NC1CCCCC1

Compound,31,32,33,34,35,36,37,38,39,40
PTPN22 act,-5,15,11,26,-4,-2,10,-1,4,7
FAK blocker,0,2,0,1,-4,0,-4,1,-1,3
PTPN22 inh 2,4,-13,-10,-26,1,1,-12,-4,0,-9
VCAM1 TNFa inh,-3,7,-6,12,-12,-11,11,7,-8,7
HUVEC tox IL1B,-23,7,-16,-3,-12,13,-64,-5,-18,-5
Pyk2 oligo antag,0.96,-0.68,0.12,2.1,-0.06,0.21,0.23,-2.5,-0.85,-0.46
TNFa cytotox,-21,-2,-20,-16,6,2,-20,-23,8,-49
ERa coact inh,-5,2,0,16[fluorescence artefact?],.,-7[fluorescence artefact?],14,8,.,-5
F-actin modifier,5,.,-4,-6,-8,7,-3,23,-16,-14

41) CC1=C(C(=O)OC(C)C)C(c2c[nH]c3ccccc23)n2ncnc2N1 (configuration not stated)
42) O=C(c1ccc2c(c1)N(Cc1ccccc1)CCS2)N1CCCCC1
43) COc1ccc(-c2ocnc2C(=O)Nc2ccccc2N2CCCCC2)cc1
44) CCC(Sc1nnnn1C)C(=O)Nc1ccc(C(C)=O)cc1 (configuration not stated)
45) CCCC/C(O)=C1\C(=O)CC(C)(C)CC1=Nc1ccc(OC)cc1
46) Cc1nn(-c2ncc(C(F)(F)F)cc2Cl)c(=O)n1-c1cccc(Cl)c1
47) COc1cc2cc(CN(CCCO)S(=O)(=O)c3ccccc3Cl)c(=O)[nH]c2cc1OC
48) CC(OC(=O)c1cc2sccc2n1C)C(=O)NCc1cccs1 (configuration not stated)
49) COC(=O)C1CCN(C(=O)C(C)Oc2ccc(Cl)cc2Cl)CC1 (configuration not stated)
50) CCOC(=O)c1cnn(-c2nc3c(C)cccc3s2)c1C(F)(F)F

Compound,41,42,43,44,45,46,47,48,49,50
PTPN22 act,-1,4,-8,-3,9,1,6,-6,-2,0
FAK blocker,5,-1,8,-2,-7,-2,0,-1,2,2
PTPN22 inh 2,-2,-4,7,2,-10,0,-9,6,-1,-2
VCAM1 TNFa inh,5,8,15,5,13,-16,-4,-2,26,14
HUVEC tox IL1B,10,-34,42,3,0,-2,34,-9,-12,11
Pyk2 oligo antag,.,.,1,-0.4,-0.28,0.63,1.2,0.97,1.4,0.81
TNFa cytotox,-8,2,-4,-19,2,10,-22,-11,-18,-2
ERa coact inh,-6,3,-35,-15,6,7,.,-15,2,.
F-actin modifier,-6,4,-20,19,-1,7,0,-11,6,-19

51) CC(CN1CCCCC1)OC(=O)c1ccc(Cl)cc1 (configuration not stated)
52) O=C1CCC2c3ccc4ccccc4c3CCN12 (configuration not stated)
53) Cc1ccccc1OCC(=O)Nc1ccccc1N1CCCCC1
54) Cc1nc2cc(C(=O)O)ccc2s1
55) N#Cc1c(N2CCCC(O)C2)nc(N)c2c(N)nc3c(c12)CC(=O)N3C12CC3CC(CC(C3)C1)C2 (configuration not stated)
56) CCCc1nc2sc3c(c2c(=O)n1NC(=O)CCC(=O)O)CCCC3
57) O=C(Nc1nccs1)c1ccc(S(=O)(=O)NCc2cccs2)cc1
58) O=S(=O)(Cc1ccc(Cl)cc1)Nc1ccc2c(c1)OCO2
59) CCOC(=O)c1cc2sccc2n1Cc1ccc(C#N)cc1

Compound,51,52,53,54,55,56,57,58,59
PTPN22 act,-1,9,-6,4,-2,-7,0,2,1
FAK blocker,0,1,7,-4,6,-4,1,4,0
PTPN22 inh 2,-1,-8,7,-6,-2,10,-2,-5,-3
VCAM1 TNFa inh,8,39,8,-24,6,21,-19,-1,26
HUVEC tox IL1B,-14,-17,-3,8,.,-10,-22,-42,-20
Pyk2 oligo antag,-0.91,0.68,-1.2,1.1,-2.6,0.32,-0.83,-0.22,-1
TNFa cytotox,-1,-12,-8,-30,-14,1,-25,-10,49
ERa coact inh,-13,37[fluorescence artefact?],-11,0[fluorescence artefact?],16,5,3,31,-1
F-actin modifier,-12,-9,19,-3,-10,7,-2,9,12
